INS promoter inh = inhibitors of insulin promoter-driven GFP, primary screen, imaging, TRM-6 cells (human fetal islet line), eGFP reporter, cell count; AID 1273, 2008; inhibition, % at 2 µM; hit rate 0.9% among 130,000; reporter expression induced with tamoxifen;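 active = inhibition above the mean plus 3 SD, with well images judged a real hit on visual review, cut at about 60% in these data, passing the limit was not always enough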
SDO1 yeast rescue = growth rescue of sdo1-depleted yeast, primary screen, S. cerevisiae, bone marrow failure model. AID 817, 2007. hit rate 0.21% among 140,000. S. cerevisiae sdo1-depleted JHY4D growth rescue, OD600 30 h; hits give high values; pdr5 snq2 efflux-pump mutant strain. z-score at 10 µM;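 active = z-score above 3 at both the 24 hr and the 30 hr optical density reads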;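 note: z-score against mean and SD of all compound wells on the same plate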
SDO1 yeast rescue Rescue 24 h = second read-out of SDO1 yeast rescue, no call of its own (marks repeat the call); z-score; S. cerevisiae sdo1-depleted JHY4D growth rescue, OD600; measured here: growth rescue at 24 h;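 0 is the plate mean of compound wells and units are plate SD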
* marks the source's active call; other numbers are inactive results; nt = not tested or not shown.

item	Compound	SDO1 yeast rescue	INS promoter inh	SDO1 yeast rescue Rescue 24 h
1	O=C1CCCc2c1cc(C(=O)NC1CCSC1=O)c(=O)n2-c1ccccc1 (configuration not stated)	0.36	-17	-0.54
2	CCn1c(COc2ccccc2C)nnc1SCC(=O)Nc1cc(C)on1	-0.23	-39	-0.22
3	Cn1nc(C(=O)N2CCCC2)c2ccccc2c1=O	1.3	14	2
4	CC(C)(C)C(=O)Nc1cccc(-c2nnc(-c3cccc(NC(=O)C(C)(C)C)c3)o2)c1	0.36	62	1.3
5	COc1ccc(-c2cc(C(F)(F)F)nc(NC3CCCC3)n2)cc1OC	-1.7	nt	-1.7
6	Cc1cnc(NC(=O)c2ccc3c(c2)C(=O)N(Cc2ccco2)C3=O)s1	-0.34	-5	0.15
7	O=C(O)c1cccc(S(=O)(=O)N2CCCC2)c1	0.43	17	1.1
8	C[C@@H](C(=O)Nc1ccccc1N1CCOCC1)N1C(=O)C2CC=CCC2C1=O (some centres not stated)	-0.07	14	0.22
9	Cc1ccc(/C=N/NC(=O)CNC(=O)COc2ccccc2)o1	1.1	nt	1.1
10	CC(=O)c1cc(NC(=O)c2ccc(Cl)cc2)c(=O)oc1/C=C/N(C)C	-0.35	-6	0.3
11	CC(=O)N(Cc1ccco1)c1nc(C(=O)Nc2ccc(Cl)cc2)c(C)s1	-1.1	-79	-0.23
12	CC(C(=O)Nc1sc2c(c1C#N)CCCCC2)N1C(=O)c2ccccc2C1=O (configuration not stated)	-0.1	41	-0.35
13	Cn1nnnc1SCC1=C(C(=O)O)N2C(=O)[C@@H](NC(=O)[C@H](O)c3ccccc3)[C@H]2SC1	-1.1	57	-0.74
14	COC(=O)C(C)Sc1nnc2n(-c3cccc(C)c3)c(=O)c3c4c(sc3n12)CCCC4 (configuration not stated)	0.58	-200	0.83
15	CCNc1nc(NC(C)(C)C)nc(SCC(N)=O)n1	nt	5	nt
16	CCOc1ccc2[nH]c(=O)c(CN(CCO)C(=O)c3ccc(F)cc3)cc2c1	0.57	18	0.43
17	CCOC(=O)c1cc(OCC(=O)NC(C)C(C)C)cc(C(=O)OCC)c1 (configuration not stated)	-0.67	nt	-0.65
18	Cc1cc(C)nc(Sc2ncnc3sc4c(c23)CCC4)n1	-0.02	33	0.17
19	O=C(Nc1ccccc1Cl)N1CCN(c2ccc3nncn3n2)CC1	0.74	nt	-0.07
20	Cc1nc2ccc(NC(=S)NCCCO)cc2nc1C	nt	32	nt
21	COC(=O)c1ccc(C(=O)OC)c(NC(=O)CN2CCN(c3ccccc3)CC2)c1	-1.9	nt	-0.18
22	Cc1c(N(C)C(=O)C23CC4CC(CC(C4)C2)C3)c(=O)n(-c2ccccc2)n1C	-0.08	-6	-0.36
23	COC(=O)c1sccc1NC(=O)c1ccc(Br)s1	-0.17	43	0.71
24	O=C(NC(=S)NCc1ccccc1)c1ccccc1[N+](=O)[O-]	nt	52	nt
25	COc1ccc2c(c1OC)C(=O)OC2Nc1ccccn1 (configuration not stated)	1.1	8	0.13
26	CC(C)(C)c1ccc(C(=O)N2CCCN(C(=O)c3ccc(C(C)(C)C)cc3)CC2)cc1	-0.91	-5	-1.1
27	CCN(C(=O)Nc1ccccc1)c1ccccc1	0.65	-29	0.7
28	O=C1C2CCCN2C(=O)N1CCN1CCN(c2ccccc2)CC1 (configuration not stated)	0.28	0	-0.21
29	Cc1cccc2sc(N(CCCN(C)C)C(=O)c3cc4ccccc4oc3=O)nc12	0.8	nt	0.12
30	COCCNC(=O)c1cn(C)c2ccccc2c1=O	nt	0	nt
31	Cc1ccccc1-c1nc(CN2CCC(C(=O)O)CC2)c(C)o1	1.4	nt	1.6
32	O=C(C(=O)N1CCN(c2cccc(Cl)c2)CC1)c1c[nH]c2ccccc12	nt	12	nt
33	CC(C)=C1C2C=CC1C(C(=O)Nc1cccc(C)c1)C2C(=O)O (configuration not stated)	0.92	nt	1.4
34	Cc1cccc(C(=O)Nc2nc(C)c(C(=O)Nc3ccc4c(c3)CCC4)s2)c1	-0.96	44	1.3
35	Cn1c(=NC(=O)c2ccco2)sc2ccccc21	nt	-14	nt
36	COc1cccc2cc(C(=O)CC3(O)C(=O)N(Cc4ccccc4)c4ccccc43)c(=O)oc12 (configuration not stated)	-0.21	-34	0
37	O=S(=O)(c1ccc2nc(COc3ccc(Cl)cc3Cl)[nH]c2c1)N1CCOCC1	0	nt	0.78
38	Cc1nc2ccc(S(=O)(=O)NCC(=O)N3CCc4ccccc43)cc2s1	-1	18	-0.25
39	NNC(=O)c1nc[nH]c1C(=O)Nc1ccccc1[N+](=O)[O-]	nt	15	nt
40	O=C(CNS(=O)(=O)c1ccccc1)N1CCN(c2ccccc2)CC1	0.32	0	-0.19
41	N#Cc1c2n(c(=O)[nH]c1=O)CCCCC2	0.48	18	0.75
42	O=S(=O)(c1cccc(C(F)(F)F)c1)N1CCN(c2nnnn2-c2ccccc2)CC1	0.75	nt	2.3
43	COC(=O)c1cc(NC(=O)c2cccc(C(F)(F)F)c2)c(=O)oc1C/C=N/OCc1cccc(Cl)c1Cl	-0.37	-16	-0.52
44	COc1ccc(/C=C/c2ccncc2)cc1	-0.41	8	-0.98
45	Cc1ccc(S(=O)(=O)Nc2cc(C(=O)Nc3cc(C)cc(C)c3)ccc2Cl)cc1	-1.8	20	-0.6
46	CC(NC(=O)CSc1nnc(COc2ccccc2)o1)c1ccccc1 (configuration not stated)	-0.16	18	-0.47
47	CSc1ccc(S(=O)(=O)Nc2ccc3c(c2)NC(=O)CC3)cc1	nt	9	nt
48	CCOc1ccccc1NC(=O)N1CCC(c2nc3ccc(C)cc3[nH]2)CC1	1.8	-39	2.7

Four entries picked at random from the list so far, as already listed:
item	Compound	SDO1 yeast rescue	INS promoter inh	SDO1 yeast rescue Rescue 24 h
41	N#Cc1c2n(c(=O)[nH]c1=O)CCCCC2	0.48	18	0.75
44	COc1ccc(/C=C/c2ccncc2)cc1	-0.41	8	-0.98
45	Cc1ccc(S(=O)(=O)Nc2cc(C(=O)Nc3cc(C)cc(C)c3)ccc2Cl)cc1	-1.8	20	-0.6
46	CC(NC(=O)CSc1nnc(COc2ccccc2)o1)c1ccccc1 (configuration not stated)	-0.16	18	-0.47

(next part)
item	Compound	SDO1 yeast rescue	INS promoter inh	SDO1 yeast rescue Rescue 24 h
49	CCCCNC(=O)C1CCC(CNS(=O)(=O)c2ccc(NC(C)=O)cc2)CC1 (configuration not stated)	0.36	29	0.25
50	Fc1ccc(Oc2nc(-c3ccccc3)nnc2C(F)(F)F)cc1	-0.26	nt	-0.57
51	COCCn1c(Cc2ccccc2)nnc1SCc1ccc([N+](=O)[O-])cc1	0.96	3	1.9
52	CCn1c(=O)cc(OCC(=O)NCc2cccnc2)c2ccccc21	0.53	-14	1.1
53	CCOc1ccc(S(=O)(=O)NCCC(=O)N2CCN(c3ccc(OC)cc3)CC2)cc1	nt	-5	nt
54	COc1ccccc1NC(=O)CCc1c(C)[nH]c(=O)c(C#N)c1C	0.58	9	0.01
55	CCn1c(SCC(=O)N2CCN(S(=O)(=O)c3ccccc3)CC2)nnc1-c1cccs1	-0.32	-27	-1.6
56	Cn1c(=O)cc(OCCCC(=O)NCc2ccc(F)cc2Cl)c2ccccc21	nt	-13	nt

Arranged by formula weight (lowest first): part of the list above.
item	Compound	SDO1 yeast rescue	INS promoter inh	SDO1 yeast rescue Rescue 24 h
50	Fc1ccc(Oc2nc(-c3ccccc3)nnc2C(F)(F)F)cc1	-0.26	nt	-0.57
52	CCn1c(=O)cc(OCC(=O)NCc2cccnc2)c2ccccc21	0.53	-14	1.1
49	CCCCNC(=O)C1CCC(CNS(=O)(=O)c2ccc(NC(C)=O)cc2)CC1 (configuration not stated)	0.36	29	0.25

Additional records follow:
item	Compound	SDO1 yeast rescue	INS promoter inh	SDO1 yeast rescue Rescue 24 h
57	COc1ccc(OC)c(NC(=O)CC2SC(=N)N(c3ccccc3)C2=O)c1 (configuration not stated)	nt	64	nt
58	NC/C(=N\O)c1ccc(Cl)cc1Cl	0.03	47	-0.54
59	O=c1cc(N2CCCCC2)c(-c2ccccc2)nn1Cc1ccc(Cl)cc1	-0.98	nt	0.47
60	CCCCC(=O)c1ccc(O)cc1	0.4	-17	-0.17
61	CC(C)NC(=O)CCCn1c(=S)[nH]c2cc3c(cc2c1=O)OCO3	0.47	-60	-0.3
62	CCn1ncc([N+](=O)[O-])c1C(=O)Nc1ccc(C(=O)N2CCCCC2)cc1	0.27	-8	-0.68
63	Cc1nc(CS(=O)(=O)c2ccc(Cl)cc2)cc(Sc2ccccc2Cl)n1	-0.75	29	0.12
64	O=S(=O)(Nc1nc2ccccc2nc1N1CCc2ccccc2C1)c1ccc(Br)cc1	-0.39	10	0.92
65	Cc1ccsc1C1Nc2ccc3ncccc3c2C2=C1C(=O)CC(C)(C)C2 (configuration not stated)	-0.87	-20	-0.89
66	C#C[C@]1(O)CC[C@H]2[C@@H]3CCC4=C(CCC(=O)C4)[C@H]3CC[C@@]21C	-0.59	-55	0.27
67	Cc1nn(-c2ccc(Cl)cc2)c2sc(C(=O)N3CCN(c4ccccn4)CC3)cc12	0.66	-13	4.5
68	CC(=O)Nc1ccc(S(=O)(=O)N2CCC(N(C)CCC(C)C)CC2)cc1	1.3	53	1.1
69	CC1CN(c2ncnc3c2oc2ccccc23)CC(C)O1 (configuration not stated)	0.05	-3	0.14
70	CCOC(=O)c1cnc2c(cnn2C)c1NCCCN(C)C	0.63	-110	0.93
71	O=c1c(OC2OC(CO)C(O)C(O)C2O)c(-c2ccc(O)c(O)c2)oc2cc(O)cc(O)c12 (configuration not stated)	0.03	-20	0.4
72	O=C(CSc1nnnn1-c1ccccc1)Nc1ccc(N2CCOCC2)c(Cl)c1	-0.49	-5	-0.02
73	CCN(CC)c1ccc(/C=N/NS(=O)(=O)c2ccc(CNC(C)=O)cc2)cc1	0.47	-20	0.63
74	CCOC(=O)CN1C(=O)C(O)(C2CCc3ccccc3C2=O)c2ccccc21 (configuration not stated)	0.01	10	0.38
75	CCOC(=O)CC(=O)CSc1nc(-c2ccccc2)cc(-c2ccc(Cl)cc2)c1C#N	1.4	-80	3.1
76	CN(C)S(=O)(=O)c1ccc(C(=O)NCC(=O)N/N=C/c2ccco2)cc1	nt	11	nt
77	Cc1cc(C(=O)Nc2ccc(N3CCCC3)c(Cl)c2)ccc1[N+](=O)[O-]	0.14	-17	0.59
78	Cn1c(=O)n(C)c2cc(NS(=O)(=O)c3ccc(Br)s3)ccc21	nt	0	nt
79	COc1ccc(S(=O)(=O)NC(C)C(=O)Nc2ccccc2C(F)(F)F)cc1 (configuration not stated)	0.78	-30	1.1
80	C/C(=N\N=C(N)N)c1cccc(Cl)c1	nt	-29	nt
81	CC(C)Cn1cc(C(=O)N2CCC(C)CC2)c2c3ccccc3n(C)c2c1=O	nt	0	nt
82	O=C(Nn1cnnc1)c1cc2c(s1)CCCC2	-0.06	21	-0.59
83	COCCNc1nc(N)c([N+](=O)[O-])c(NCC2CCCO2)n1 (configuration not stated)	0.67	-30	-0.08
84	Cc1ccc(-n2c(SCc3ccc(C#N)cc3)nnc2-c2ccccn2)cc1	-1.4	nt	-1.1
85	COc1ccc(NC(=O)N2CCCC(CCC(=O)N(C)CCc3ccccn3)C2)cc1 (configuration not stated)	nt	-95	nt
86	CC(=O)c1cccc(NC(=O)NC2CCCCC2)c1	-0.01	nt	0.01
87	Cc1cccc(OCC(=O)Nc2ccc3c(c2)nc(CCN2CCN(C)CC2)n3C)c1	0.37	7	-0.22
88	Cc1c(NC(=O)c2cc3ccccc3o2)c(=O)n(-c2ccccc2)n1C	1.3	5	1
89	CCN(CC(O)Cn1c2ccccc2c2ccccc21)S(=O)(=O)c1ccc(F)cc1 (configuration not stated)	-2.2	-17	-0.99
90	COc1cc(-c2cc(C(=O)O)c3c(OC)c(OC)c(OC)cc3n2)ccc1O	1.2	64	0.93
91	Cc1ccc(C(=O)O)cc1NC(=S)NC(=O)C(c1ccccc1)c1ccccc1	1.6	nt	1
92	Cc1nn(Cc2ccccc2)c2c1C(c1ccccc1)C(C#N)=C(N)O2 (configuration not stated)	0.56	-15	0.36
93	O=C(O)/C=C/C(=O)NCCc1ccccc1	nt	-321	nt
94	N#CC1=C(N)C(C#N)(C#N)C(c2cccnc2)C2CCCC=C12 (configuration not stated)	-0.6	20	-0.85
95	c1ccc(OCc2nn3c(C4CCCCC4)nnc3s2)cc1	0.96	nt	2
96	O=C(CCNS(=O)(=O)c1cccs1)N1CCc2ccccc2C1	0.66	24	0.59
97	O=C(Nc1ccc(S(=O)(=O)Nc2ncccn2)cc1)c1cccnc1	-0.15	-22	-0.25
98	COc1ccc(CC(=O)NNC(=O)COc2ccc(Br)cc2C)cc1OC	0.05	23	-0.18
99	COc1ccc(Cl)cc1NC(=O)c1nc2nc(C)cc(C(F)F)n2n1	-1.2	nt	-0.5
100	CC(CCc1ccccc1)NC(=O)c1ccco1 (configuration not stated)	1.9	38	2.9
101	CCOC(=O)c1nn(-c2ccccc2)c(C)c1C(C)=O	-0.09	22	-0.12
102	O=C(N/N=C/C=C/c1ccc([N+](=O)[O-])cc1)C1COc2ccccc2O1 (configuration not stated)	-1.7	12	-1.7
103	Cc1cccc2cc(C(c3nnnn3CC3CCCO3)N3CCc4ccccc4C3)c(=O)[nH]c12 (configuration not stated)	0.2	nt	-0.04
104	Cc1ccc(NC(=O)COc2ccc(-n3cnnn3)cc2)cc1C	-0.35	-48	0.92
105	Cc1ccsc1/C=N/NC(=O)CNC(=O)c1ccc(S(=O)(=O)N(C)C)cc1	nt	-44	nt

Bioassay records deposited in PubChem by several laboratories.

Some of the compounds tested, so the mix of outcomes need not match the whole.
